# Giardia kill: Giardia lamblia killing | Giardia lamblia trophozoite viability | activity change, % at 7.66 µM, hits read low | actives 0.15% (n = 340,000); in the data active = activity change below about -80%; inconclusive = between about -30% and that limit;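 note: parasites exposed to compound for two days anaerobically before the ATP read; % is set by controls: 0 for no effect and ±100 for the full control effect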
#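 Anaerobic 48 hrs incubation at 37 deg C of 100 trophozoites/well with test compounds; ATPLite 1-Step luminescence, 15-30 min RT, reports cellular ATP as viability.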
# MLL CXXC-DNA inh: MLL CXXC-DNA interaction inhibition; Q03164; MLL-CXXC / FITC-HOXA9 DNA fluorescence polarization; Potency, µM (series often up to 115 µM), without a hit: at the highest dose activity change, negative = inhibition, most hits filed as inhibitors; actives 0.037% (n = 290,000); AID 2662; active = well fitted inhibition curve with a large enough effect in the polarisation, with a control signal flat, not every such curve was filed as active; inconclusive = small, poorly fitted or top-dose-only effect, or effect the other way, or a change in a side signal; inactive = no such curve, though single readings can be large or run the other way; the % refers to the polarisation; note: potency is the fitted concentration of half-maximal effect
#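 Steps: dispense CXXC domain solution (7 uM) → pin compounds or unlabeled HOX-A9 DNA control → 5 min ambient → add FLSN-HOX-A9 solution (50 nM) → spin → 30 min ambient → fluorescence polarization. Tris pH 7.5/NaCl/DTT/BSA buffer.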
# TRPV1 agonist: agonists of human vanilloid receptor 1 (TRPV1). activation, % at 8.33 µM. TRPV1-expressing cells, Fluo-8 calcium influx, agonist mode. actives 0.19% (n = 320,000); in the data active = activation above about 80%; inconclusive = between about 30% and that limit; note: 0% is about no effect
#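 Cells expressing TRPV1 were dye-loaded with Fluo-8 and read kinetically: 10 s baseline, 3 min after compound (agonist portion), then 2 min after EC20 capsaicin (allosteric enhancer portion). Calcium-bound dye fluorescence at 480/520 nm.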
# GALK inhibitor: inhibitors of human galactokinase. AID 1868. actives 0.007% (n = 270,000). Potency, µM (doses to about 57.5 µM), inactives show at the highest dose activity change, negative = inhibition, most hits filed as inhibitors. Purified GALK, Kinase-Glo residual ATP luminescence; note: potency is the fitted concentration of half-maximal effect; % is set by controls: 0 for no effect and ±100 for the full control effect
# Target sequence (P51570 whole entry, looked up): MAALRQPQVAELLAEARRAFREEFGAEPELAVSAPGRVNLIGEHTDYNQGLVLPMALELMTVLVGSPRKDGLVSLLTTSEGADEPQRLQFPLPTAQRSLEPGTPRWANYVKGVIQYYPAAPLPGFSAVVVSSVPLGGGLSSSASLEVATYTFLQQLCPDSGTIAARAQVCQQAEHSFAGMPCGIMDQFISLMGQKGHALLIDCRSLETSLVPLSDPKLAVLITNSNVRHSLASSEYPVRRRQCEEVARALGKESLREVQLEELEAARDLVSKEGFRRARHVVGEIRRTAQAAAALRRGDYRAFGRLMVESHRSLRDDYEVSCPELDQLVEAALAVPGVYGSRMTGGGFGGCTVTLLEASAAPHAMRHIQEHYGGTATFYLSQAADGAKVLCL
#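 GALK at 5 nM final was combined with compound, 35 uM ATP and 100 uM galactose in HEPES pH8.0 with MgCl2 and DTT. The reaction ran one hour at room temperature before luminescent ATP detection.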
# Menin MLL FP TR: displaces Texas Red mutant MLL peptide from human menin; Menin + Texas Red MLL mutant peptide, fluorescence polarization; Potency, µM (series often up to 61.6 µM), for inactives: top-dose FP activity change, negative = inhibition, hits mostly inhibitors; actives 0.23% (n = 270,000); AID 1768; active = well fitted inhibition curve with a large enough effect in the polarisation, with a control signal flat, not every such curve was filed as active; inconclusive = small, poorly fitted or top-dose-only effect, or effect the other way, or a change in a side signal; inactive = no such curve, though single readings can be large or run the other way; the % refers to the polarisation; note: potency is the fitted concentration of half-maximal effect; % of control where 0% means no effect; many of its hits are not listed in these tables
# FBPA coupling cs: counter-screen for Giardia aldolase inhibitors: coupling enzyme system; coupling enzyme system counterscreen, AmpLite Red fluorescence; activity change, negative = inhibition, % at 58.2 µM, hits read low; actives 0.67% (n = 290,000); in the data active = activity change below about -30%; note: % is set by controls: 0 for no effect and ±100 for the full control effect
#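 Counterscreen of the coupled detection system alone, without aldolase: glyceraldehyde-3-phosphate coupling enzymes plus AmpLite Red readout. Compounds at 57.5 uM final, 10 min RT preincubation, 20 min RT reaction, fluorescence 525/598 nm.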
# USP2a block: inhibitors of human ubiquitin-specific protease USP2a; O75604; USP2 core, Ub-CHOP2 coupled fluorogenic reporter, 485/531; Potency, µM (titrated, usually from 38.3 µM), for inactives: at the highest dose activity change, negative = inhibition, actives largely listed as inhibitors; actives 0.01% (n = 330,000); AID 463254;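 note: potency is the fitted concentration of half-maximal effect; plate controls were DMSO wells for no effect and full inhibition by NEM control for full effect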
#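 USP2 core (10nM final) preincubated 30min RT with compound in 20mM Tris-HCl pH 8.0, 2mM CaCl2, 2mM beta-mercaptoethanol, 0.05% CHAPS; 25nM Ub-CHOP2 plus 25nM reporter substrate added, fluorescence (Ex485/Em531) read after 60min.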
# B2AR arrestin: agonists driving beta-arrestin recruitment to human beta2-adrenergic receptor | P07550 | AID 492947 | beta-arrestin recruitment to beta2AR, cell-based reporter | actives 0.02% (n = 330,000) | Potency, µM (top dose mostly 46.1 µM), for the others: at the highest dose activation, hits mostly activators;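 note: potency is the fitted concentration of half-maximal effect; 0% = DMSO controls and full agonism = EC100 isoproterenol or metaproterenol; nearly all actives have a fitted effect of over 65% in size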
# PKM2 act: activators of human pyruvate kinase M2 | P14618 | purified PKM2, Kinase-Glo ATP luminescence, activation; response scale: 0% is enzyme alone, no compound | Potency, µM (top dose mostly 57.5 µM), for inactives: at the highest dose activation, most hits filed as activators | actives 0.34% (n = 260,000); note: potency is the fitted concentration of half-maximal effect; % is set by controls: 0 for no effect and ±100 for the full control effect; nearly all actives have a fitted effect of over 55% in size
# Target sequence (P14618 whole entry, looked up): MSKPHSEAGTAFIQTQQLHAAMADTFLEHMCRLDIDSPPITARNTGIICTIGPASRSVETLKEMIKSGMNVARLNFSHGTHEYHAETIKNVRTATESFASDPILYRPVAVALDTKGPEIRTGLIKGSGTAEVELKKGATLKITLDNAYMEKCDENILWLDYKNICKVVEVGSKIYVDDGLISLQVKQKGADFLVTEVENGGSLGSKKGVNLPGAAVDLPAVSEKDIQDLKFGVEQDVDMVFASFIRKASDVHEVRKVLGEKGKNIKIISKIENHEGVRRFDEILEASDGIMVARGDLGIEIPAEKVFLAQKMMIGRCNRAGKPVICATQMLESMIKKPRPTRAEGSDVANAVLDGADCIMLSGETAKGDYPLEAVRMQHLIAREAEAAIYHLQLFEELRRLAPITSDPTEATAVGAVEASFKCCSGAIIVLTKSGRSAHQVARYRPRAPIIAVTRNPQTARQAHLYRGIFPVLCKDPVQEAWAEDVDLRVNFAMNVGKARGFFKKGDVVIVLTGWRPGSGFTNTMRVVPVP
#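 Purified hPK-M2 (>95% pure) converted ADP (0.1 mM final) to ATP with 0.5 mM PEP in 50 mM imidazole pH7.2, KCl, MgCl2, Tween 20, BSA; 1 h at room temperature. ATP detected by Kinase-Glo luminescence.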
# KCNH2 3.1 inh: blocks the human KCNH2 3.1 channel isoform. U2OS KCNH2 3.1, thallium flux FluxOr; stronger effect = lower value. actives 0.95% (n = 340,000). activity change, % (tested at about 1.8 µM). AID 720553;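 active = maximum activity change below -70%; inconclusive = maximum activity change from -70% to -50%; inactive = maximum activity change above -50%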;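 note: thallium influx rate constant from kinetic fluorescence after stimulation buffer; % is set by controls: 0 for no effect and ±100 for the full control effect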
#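 Virally transduced U2OS (3.1 isoform, 4 h infection in dark at RT) → overnight 37 C → FluxOr + Red40 in HBSS/HEPES, 45 min → stimulation buffer, 2 min kinetic read → rate constant vs DMSO controls.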
# hERG WT inh: inhibitors of human wildtype KCNH2 potassium channel. Q12809. U2OS, BacMam KCNH2, thallium flux FluxOr; stronger effect = lower value. activity change, % at 1.84 µM. actives 0.37% (n = 340,000);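 active = maximum activity change below -70%; inconclusive = maximum activity change between -70% and -50%; inactive = maximum activity change above -50%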; note: % is set by controls: 0 for no effect and ±100 for the full control effect
#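 U2OS cells were transduced with wild-type KCNH2 virus (2.03 x 10^8 / mL) for 4 h at room temperature, then cultured overnight at 37 C. Thallium flux was read with FluxOr dye. Rate constants were normalized to DMSO controls.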
# * marks the source's active call; other numbers are inactive results; ? = inconclusive; · = no result given; [ ] = remark or other dose. Unless noted, calls come from the whole dose curve; as a rule, active = well fitted curve in the direction sought with a large enough effect; inconclusive = small, poorly fitted or top-dose-only effect, or another doubt; inactive = no such curve, though single readings can be large; an effect the other way counts as inactive or inconclusive. This is a subset, so the mix of outcomes need not match the whole.
SMILES,Giardia kill,MLL CXXC-DNA inh,TRPV1 agonist,GALK inhibitor,Menin MLL FP TR,FBPA coupling cs,USP2a block,B2AR arrestin,PKM2 act,KCNH2 3.1 inh,hERG WT inh
COc1ccc(CCC(=O)NC2=NCCS2)cc1OC,2.8,3.2%,3.5,8.1%,-7.4%,1.4,1.4%,-0.5%,1.7%,-11.1,1.0
COc1ccc2c(c1)CCCN2C(N)=O,-2.3,-3.5%,-0.1,-0.4%,12.5%,2.2,0.3%,0.0%,4.5%,10.2,1.8
CC(=O)C1=C(C)Nc2ncnn2C1c1ccccc1OCc1ccccc1 (stereo not given),8.3,0.9%,-0.9,0.0%,7.2%,-0.1,-10.0%,-0.1%,11.2%,17.9,-7.6
COc1ccccc1S(=O)(=O)Cc1ccc(C(=O)NCCN2CCCCCC2)o1,-3.0,8.6%,1.1,0.1%,-4.6%,2.7,2.1%,0.2%,-2.0%,1.4,1.3
O=C(O)c1ccc(/C=N/Nc2nc3ccccc3[nH]2)cc1,-7.3,-4.3%,2.1,2.4%,·,6.3,0.0%,0.5%,4.8%,23.7,-2.1
CCCS(=O)(=O)c1ccc(COC(=O)Cc2ccc([N+](=O)[O-])cc2)cc1,8.4,-3.7%,1.9,5.2%,23.1%,-5.0,-0.1%,-0.4%,-0.9%,-11.5,-3.4
Cc1cc(C)cc(N(C(=O)c2csnn2)C(C(=O)NC(C)(C)C)c2ccncc2)c1 (stereo not given),-3.9,-2.0%,0.0,1.8%,-22.4%,-0.9,1.3%,0.1%,-4.4%,7.4,-6.4
O=C(CCN1C(=O)c2ccccc2C1=O)NNC(=O)c1ccc(Cl)cc1Cl,0.4,4.8%,-3.8,-0.4%,-1.2%,0.8,0.8%,0.0%,-4.0%,-32.7,10.9
CCCn1c(=O)c2ccccc2n2c(SCC(=O)N3CCc4ccccc4C3)nnc12,3.7,-0.3%,10.0,-0.6%,-9.6%,4.2,5.5%,-0.3%,0.8%,-2.4,-6.5
COc1ccc(SCCN2CC[C@@H](C)CCC2=O)cc1,35.2[activator],·,27.2,·,·,·,-1.5%,0.0%,·,14.8,6.8
COc1ccc(Cl)cc1NC(=O)NCc1ccco1,-23.5,-7.0%,-1.5,2.0%,-1.7%,0.3,3.3%,-1.1%,-1.2%,-6.7,7.6
CC1=CCC2C(=O)N(c3cccc(C(=O)NC(C)c4ccccc4)c3)C(=O)C2C1 (stereo not given),-0.9,-4.2%,5.7,-0.3%,17.0%,0.2,-2.2%,0.4%,·,9.4,-0.6
c1ccc(-n2cnnc2SCc2cn3ccsc3n2)cc1,-0.7,8.8%,-0.5,-0.6%,-0.6%,3.6,0.6%,-1.0%,-2.4%,2.2,0.2
Cc1cc(C(=O)N/N=C/c2cn[nH]c2-c2ccccc2)cs1,3.4,1.8%,2.3,·,-9.2%,-0.1,0.2%,-0.8%,3.3%,16.7,0.8
COc1ccc(NC(=O)Nc2ccc3c(c2)C(=O)N([C@@H](C)CO)C[C@@H](C)[C@@H](CN(C)S(=O)(=O)c2cccs2)O3)cc1,4.4,·,·,·,·,·,-6.4%,0.2%,·,0.5,-6.7
O=C(NCc1ccc(F)cc1)c1cc(S(=O)(=O)N2CCOCC2)ccc1F,10.3,3.2%,-0.1,1.3%,4.9%,0.1,-2.0%,-0.3%,-2.3%,10.2,-1.1
CC(C)CCNC(=O)CN(Cc1ccco1)C(=O)CCC(=O)Nc1nccs1,-9.9,10.1%,-1.4,-2.1%,-3.8%,-1.4,-1.1%,-0.3%,-0.6%,1.2,12.2
O=C(COc1ccc(Br)cc1Cl)NC1CCN(Cc2ccccc2)CC1,-6.1,0.7%,13.4,-0.7%,·,·,-11.3%,0.3%,-2.9%,-28.1,28.2
COc1cc(NC(=O)c2ccc(-c3cccc([N+](=O)[O-])c3)o2)ccc1NC(=O)C(C)C,-10.0,-1.4%,-0.5,-5.9%,?,1.3,1.7%,-0.4%,-3.8%,-7.6,8.2
COC(=O)c1ccccc1Oc1ccc(NC(=O)c2ccco2)cc1,12.5,4.7%,19.3,-4.3%,-26.6%,-2.5,3.2%,0.4%,·,-10.8,0.3
COCCNC(=O)Nc1ccc(F)cc1,-25.6,-2.7%,-0.2,-3.2%,2.6%,-0.4,2.9%,-0.1%,0.8%,3.7,-2.3
O=C(Nc1cccn2ncnc12)C(Cl)Cl,1.6,-2.8%,-1.5,-0.9%,-14.9%,0.7,-1.7%,-0.2%,1.7%,5.7,-2.7
CCOc1ccccc1-c1nc(-c2ccc(NC(=O)Cc3ccc(OC)cc3)cc2)no1,-3.4,40.2%[activator],·,-1.4%,·,-1.3,-0.4%,0.1%,3.9%,6.6,7.4
Nc1nnc(SCC(=O)NC2CCCCCCC2)s1,42.1[activator],·,15.3,·,·,·,-0.1%,-1.1%,·,-2.5,-2.9
COc1ccc(CNC(=O)C(=O)NCC2OCCN2S(=O)(=O)c2ccc(C)cc2)cc1 (stereo not given),-19.2,-8.0%,-2.7,-2.0%,-14.7%,-1.2,1.2%,-0.5%,0.1%,-9.2,25.5
NCCCC[C@H]1CNC(=S)N1CCc1cccc(F)c1,0.1,-7.0%,2.2,-1.8%,-3.7%,1.7,0.7%,0.1%,-2.6%,3.2,11.0
CCOc1cc(CNCc2ccc(C(=O)O)cc2)ccc1OC,5.4,-12.7%,-4.6,1.0%,1.5%,2.0,2.3%,-0.2%,-18.4%,8.2,-5.0
O=C(Nc1ccc(S(=O)(=O)N2CCCC2)cc1)c1ccc2c(=O)n3c(nc2c1)CCCCC3,4.6,2.4%,-2.4,0.4%,8.3%,-1.1,0.5%,-0.7%,1.5%,9.0,4.6
CC(/C=N/NC(=O)c1nnn(-c2nonc2N)c1C)=C\c1ccccc1,-20.6,25.8%,4.5,-0.2%,?,0.2,-1.3%,0.0%,1.4%,-5.9,4.8
O=C(c1ccccc1Cl)N1CCN(S(=O)(=O)c2cccs2)CC1,-1.4,-0.8%,-1.9,-4.2%,·,·,4.4%,-0.8%,24.7%,-8.8,2.8
Cc1cc(C(=O)CN2c3cccc4cccc(c34)S2(=O)=O)c(C)n1C,3.1,·,0.3,·,·,·,0.5%,0.1%,·,9.1,0.2
COc1cc(C(=O)Nc2nnc(C(C)(C)C)s2)c([N+](=O)[O-])cc1OC,-21.2,3.0%,-2.4,0.5%,6.3%,2.7,1.8%,-0.3%,0.3%,7.7,-0.4
CCCc1cc(-c2n[nH]c(C)c2-c2ccc(C(=O)OCC)o2)c(O)cc1O,3.8,-4.6%,·,-0.3%,?,-33.7*,-8.1%,-0.6%,24.0%,-8.3,-0.8
COc1ccc(N2CC(C(=O)Nc3cccc(S(=O)(=O)N4CCCC4)c3)CC2=O)c(OC)c1 (stereo not given),-1.8,·,-2.6,·,·,·,1.0%,-0.4%,·,16.3,24.9
Cn1c(=O)c2c(nc(CN3CCN(C(=O)c4ccco4)CC3)n2Cc2cccc(Cl)c2)n(C)c1=O,11.6,8.9%,-1.8,6.3%,-12.2%,2.8,-2.1%,-0.2%,3.6%,10.7,4.0
CN(C)Cc1c(C#N)c2ccccc2n1C,8.0,7.1%,-2.1,-1.2%,0.8%,0.4,0.6%,-3.7%,-3.9%,17.9,-16.1
CC(C)(C)NC(=O)CN(Cc1cccs1)C(=O)C1COc2ccccc2O1 (stereo not given),-2.3,0.2%,?,-0.9%,-19.3%,3.2,2.1%,-0.3%,3.3%,10.0,-3.8
CS(=O)(=O)N1CCC(C(=O)NCCC2=CCCCC2)CC1,-1.9,0.1%,-5.7,-0.6%,-10.2%,-0.7,1.8%,0.2%,0.9%,-8.9,-8.9
C=CCNc1nc(Nc2ccc([N+](=O)[O-])cc2)nc(OC)n1,-8.2,7.2%,-0.4,-0.3%,?,1.2,5.2%,0.1%,-0.3%,3.1,-18.6
O=C(Nc1ccnn1C1CCN(C2CCOCC2)CC1)c1cccc(F)c1,5.5,12.4%,-1.6,-0.4%,·,·,2.0%,0.2%,·,-0.2,10.7
Oc1ccc(NC(=S)Nc2ccc(F)cc2)cc1,14.0,7.8%,-3.4,0.0%,0.6%,3.2,4.9%,0.3%,-3.1%,-11.5,14.7
Cc1ccc2[nH]c(=O)c(CN(CCN3CCOCC3)C(=O)Nc3ccccc3F)cc2c1,-19.1,-1.6%,1.7,-4.8%,1.3%,0.9,-1.1%,-0.1%,-2.5%,8.3,14.6

# Bioassay records (PubChem BioAssay)
